High-throughput results: PubChem BioAssay, several laboratories
MBD2 inh = inhibitors of MBD2 binding to methylated DNA, primary screen, biochemical, TR-FRET, DNA-binding domain, human; Methyl-CpG-binding domain protein 2 (Homo sapiens), Q9UBB5; MBD2 binding to methylated oligonucleotide; inhibition, % at 4.4 µM; actives 0.31% (n = 370,000); in the data active means inhibition above about 13%
hgDAF-12 ag = H. glycines DAF-12 receptor agonists, primary screen, cell-based, luminescence, HEK293, GAL4 fusion, UAS-luciferase. actives 1.8% (n = 370,000). activation, % at 6.8 µM. HEK293 GAL4-hgDAF12 UAS-luciferase reporter, agonist luminescence; normalized to butyrate control;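 active means activation above a cutoff set at the mean of all screened compounds plus 3 SD, cut at about 10% in these data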;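 further: 0% = DMSO wells and 100% = sodium butyrate wells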
ssDAF-12 act = S. stercoralis DAF-12 nuclear receptor activators, primary screen, cell-based, luminescence, HEK293, GRIP1 co-expression, lit1-tk-luc; AID 652126, 2013; Nuclear hormone receptor DAF-12 (Strongyloides stercoralis); activation, % at 6.8 µM; HEK293 ssDAF-12/GRIP1 lit1-tk-luc reporter; % of 3 µM dafachronic acid response; actives 1% (n = 370,000);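 active means activation above the mean over all tested compounds plus 3 SD, cut at about 0.9% in these data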;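 further: 0% = DMSO-only wells and 100% = 3 µM delta7-dafachronic acid wells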
SMARCA2 act = SMARCA2 (BRM) function activators, primary screen, cell-based, luminescence, high throughput; actives 1% (n = 370,000); MG213 cells, MMTV-luciferase reporter, dexamethasone, overnight; activation, % at 9.1 µM; in the data active means activation above about 7.8%;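 further: 0% = vehicle wells and 100% = reference activator wells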
PLCg1 inh = PLC-gamma1 enzyme inhibitors, primary screen, biochemical, fluorescence, purified enzyme | actives 0.84% (n = 370,000) | inhibition, % at 12.2 µM | fluorogenic substrate | 1-phosphatidylinositol 4,5-bisphosphate phosphodiesterase gamma-1 (Homo sapiens), P19174; in the data active means inhibition above about 9.5%
Target sequence (P19174 whole entry, looked up): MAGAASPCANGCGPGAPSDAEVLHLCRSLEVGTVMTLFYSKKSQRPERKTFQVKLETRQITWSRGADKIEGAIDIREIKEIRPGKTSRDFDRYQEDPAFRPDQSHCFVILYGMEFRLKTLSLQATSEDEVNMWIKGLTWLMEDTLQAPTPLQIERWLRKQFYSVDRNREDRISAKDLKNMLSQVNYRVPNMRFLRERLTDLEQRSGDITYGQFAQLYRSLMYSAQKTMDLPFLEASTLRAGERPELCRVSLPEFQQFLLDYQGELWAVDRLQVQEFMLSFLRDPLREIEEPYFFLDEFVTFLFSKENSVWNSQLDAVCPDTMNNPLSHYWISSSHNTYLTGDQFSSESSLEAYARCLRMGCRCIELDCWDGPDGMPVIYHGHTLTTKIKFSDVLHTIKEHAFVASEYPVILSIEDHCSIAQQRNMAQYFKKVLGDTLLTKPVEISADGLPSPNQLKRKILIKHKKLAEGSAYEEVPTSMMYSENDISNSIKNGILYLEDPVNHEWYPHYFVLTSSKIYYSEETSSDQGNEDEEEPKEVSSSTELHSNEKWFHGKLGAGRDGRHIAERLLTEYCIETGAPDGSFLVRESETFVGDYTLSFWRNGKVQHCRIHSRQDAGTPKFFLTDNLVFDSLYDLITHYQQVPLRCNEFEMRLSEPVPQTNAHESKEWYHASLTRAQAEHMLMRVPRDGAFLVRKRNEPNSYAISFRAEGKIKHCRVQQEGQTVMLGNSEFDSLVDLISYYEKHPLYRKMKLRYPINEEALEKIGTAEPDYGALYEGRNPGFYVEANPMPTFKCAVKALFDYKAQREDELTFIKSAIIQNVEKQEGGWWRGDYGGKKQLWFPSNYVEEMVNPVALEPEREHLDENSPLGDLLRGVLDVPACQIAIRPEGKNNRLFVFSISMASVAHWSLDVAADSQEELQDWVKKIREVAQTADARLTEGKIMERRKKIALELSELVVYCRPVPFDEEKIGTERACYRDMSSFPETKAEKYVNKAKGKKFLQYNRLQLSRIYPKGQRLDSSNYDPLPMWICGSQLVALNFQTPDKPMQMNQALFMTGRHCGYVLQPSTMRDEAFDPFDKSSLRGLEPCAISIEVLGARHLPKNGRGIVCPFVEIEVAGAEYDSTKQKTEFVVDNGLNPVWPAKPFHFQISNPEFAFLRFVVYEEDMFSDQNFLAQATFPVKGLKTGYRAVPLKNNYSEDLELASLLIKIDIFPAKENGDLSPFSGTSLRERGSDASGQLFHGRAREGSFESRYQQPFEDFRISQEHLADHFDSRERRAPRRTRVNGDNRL
ADAM17 inh = ADAM17 inhibitors, primary screen, biochemical, QFRET; recombinant ADAM17, EDANS/DABCYL FRET peptide cleavage; actives 0.83% (n = 370,000); AID 720648, 2013; inhibition, % at 6.95 µM;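 active means inhibition above the mean of compounds lying between control limits plus 3 SD, set per campaign, cut at about 8.5% in these data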;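 further: 0% = DMSO-only wells as the low control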
DAX1 inh-1 = DAX1 (NR0B1) inhibitors on StAR promoter, primary screen, cell-based, luminescence, SF-1 (NR5A1), full-length DAX-1; AID 652010, 2013; HEK293T StAR-luciferase reporter, SF-1/DAX-1 repression relief; inhibition, % at 6.8 µM; actives 1.1% (n = 370,000);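 active means inhibition above the mean over all tested compounds plus 3 SD, cut at about 3.6% in these data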;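 further: 0% = DAX-1 cells with DMSO and 100% = cells lacking DAX-1 with DMSO; higher inhibition means more luminescence from relief of DAX-1 repression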
PLCb3 inh = human PLC-beta3 inhibitors, primary screen, biochemical, fluorescence. AID 720704, 2013. Purified PLC-beta3, fluorogenic substrate. actives 0.18% (n = 370,000). 1-phosphatidylinositol 4,5-bisphosphate phosphodiesterase beta-3 (Homo sapiens), Q01970. inhibition, % at 12.2 µM; in the data active means inhibition above about 11%;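 further: 0% = median of compound wells on plate and 100% = full blocker control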
DAX1 inh-2 = DAX1 (NR0B1) inhibitors, primary screen, cell-based, HEK293, Gal4-DAX1, luciferase luminescence. Nuclear receptor subfamily 0 group B member 1 (Homo sapiens), P51843. HEK293 Gal4-DAX1 luciferase reporter. inhibition, % at 6.75 µM. actives 0.99% (n = 340,000). AID 504766, 2011;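 active means inhibition above the mean over all tested compounds plus 3 SD, cut at about 4.2% in these data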;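 further: 0% = DAX1-transfected cells with DMSO and 100% = empty-vector control cells with DMSO; inhibition shows as a rise in luminescence from relieved DAX1 repression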
Rev-erbA mod = modulators of Rev-erb alpha DNA binding, primary screen, biochemical, FITC-DNA, fluorescence polarization, uHTS | actives 0.79% (n = 370,000) | Rev-erbα–FITC-DNA binding, 90 min | activity, % at 10 µM;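 active means activity above about 14%, limit read from the data; passing the limit was not always enough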;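 further: 0% = DMSO wells with 35 nM protein and 100% = DMSO wells with 750 nM protein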
hcDAF-12 act = H. contortus DAF-12 nuclear receptor activators, primary screen, cell-based, luminescence, HEK293, lit1-tk-luc reporter. activation, % at 6.8 µM. AID 652067, 2013. HEK293 hcDAF-12 lit1-tk-luc reporter; 0% DMSO, 100% Δ7-dafachronic acid. actives 1.4% (n = 370,000);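 active means activation above the mean of all tested compounds plus 3 SD, cut at about 5.5% in these data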;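 further: 100% = response to 3 µM Δ7-dafachronic acid high control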
Active calls of the source: *; / = no result given.

SMILES	MBD2 inh	hgDAF-12 ag	ssDAF-12 act	SMARCA2 act	PLCg1 inh	ADAM17 inh	DAX1 inh-1	PLCb3 inh	DAX1 inh-2	Rev-erbA mod	hcDAF-12 act
CCCCn1c(O)c(C(C)=NC(C)c2ccccc2)c(=O)[nH]c1=O (stereo not drawn)	1	-2.3	-1.5	1	-2	-3	-0.4	-1	1.1	3	-1.1
Cc1ccc2[nH]c3c(c2c1)CN(C(=O)CN1C[C@H]2C[C@@H](C1)c1cccc(=O)n1C2)CC3	-2	-2.1	-1.4	1	-154	-11	-0.2	-201	-0.4	-2	1.4
COC(=O)C(O)(c1ccc(NC(=S)NC(=O)c2ccc(Cl)cc2Cl)cc1)C(F)(F)F (stereo not drawn)	-6	-3.3	-0.8	-3	1	7	-0.1	-2	1.6	-7	-2.3
O=C1NC2C(O)C(O)C(O)C(O)C2c2cc3c(c(O)c21)OCO3 (stereo not drawn)	-3	-15	-2.7	-14	-2	-2	-9.2	0	-6.6	7	-5.3
O=[N+]([O-])c1ccc(N2CCCCC2)c2ncccc12	-13	-3.2	0.0	-4	2	0	-0.2	0	-0.4	10	-1.9
O=C1NC(=O)C(=Cc2ccc(N3CCOCC3)o2)C(=O)N1	-26	2.2	-1.0	-4	-3	-8	-0.3	-5	-0.6	30*	-2.4
CCCNC1=C(C)C(=O)C2=C(C1=O)C(COC(N)=O)[C@]1(OC)C3NC3CN21 (stereo partly drawn)	18*	-0.9	-0.5	0	-6	-2	0.2	-13	0.2	-9	-2.0
COC1=CC(=O)OC(CCc2ccc3c(c2)OCO3)C1 (stereo not drawn)	1	-7.0	-2.5	-4	2	1	-2.4	3	-1.5	-4	-4.0
COC(=O)C1=C(c2ccccc2OCc2ccccc2)C[C@@H]2CC[C@H]1N2C(=O)NCc1cccc(F)c1	-1	2.4	-1.6	1	0	1	-0.2	1	0.0	6	-1.7
CCOC(=O)[C@]12Cc3c(cc(OC)c(OC)c3OC)[C@H]1N(C(C)C)C(=O)c1cc(OC)ccc12	-2	-1.0	-1.3	-4	-5	-5	1.0	-4	/	0	-0.9
COC(=O)C1=C(c2cc3ccccc3o2)C[C@@H]2CC[C@H]1N2C(=O)NCc1ccc(C(F)(F)F)cc1	0	0.9	-1.1	1	1	-1	0.2	0	0.1	3	-0.1
O=P(N1CC1)(N1CC1)N1CCc2ccccc21	4	0.1	-0.4	-4	-1	-2	-0.9	-112	0.7	-8	1.8
O=C1NCN(c2ccccc2)C12CCN(C(c1ccccc1)c1nnnn1Cc1ccccc1)CC2 (stereo not drawn)	1	-1.9	-1.4	-4	2	3	-1.5	-1	/	-5	-1.8
COC(=O)C1=C(c2ccc(F)cc2OCc2ccccc2)C[C@@H]2CC[C@H]1N2C(=O)NCc1ccccc1Cl	-3	-2.0	-1.3	0	7	8	-0.2	6	-1.1	6	-1.6
Cc1cccc(-n2c(O)c(C)c(=O)[nH]c2=S)c1	7	-1.3	-1.4	1	-3	-1	0.3	0	1.1	5	2.2
CCCCCCC(=O)N/N=C/c1c(O)n(CCCC)c(=S)[nH]c1=O	1	-1.0	-0.8	-4	-9	1	0.8	-11	-1.8	1	-1.1
COc1cccc(NC(=O)CN2CC(c3ccccc3)CC2=O)c1 (stereo not drawn)	0	-3.3	-0.4	-1	2	2	-0.5	-4	2.2	-1	-1.1
O=C1CC(=O)N(c2cccc(Cl)c2)C(=O)N1	2	2.8	-0.8	2	-2	2	-0.5	1	0.6	-2	1.3
CC(=NCC1CCCO1)c1c(O)n(-c2ccccc2)c(=O)[nH]c1=O (stereo not drawn)	1	0.6	-0.9	1	0	-6	-0.2	2	0.5	-3	-1.4
CCCCC(CC)COC(=O)c1ccccc1C(=O)OCC(CC)CCCC (stereo not drawn)	3	0.2	-1.4	-2	-1	-6	0.1	0	0.1	-3	-1.8
C/C(=N\N=C(N)N)c1ccccc1	-2	-2.4	-1.2	-3	2	0	-0.1	-9	-0.7	4	-0.6
COc1ccc([N+](=O)[O-])cc1N=Cc1c(O)n(CCc2ccccc2)c(=O)n(C(C)C)c1=O	-3	1.4	-2.2	-3	0	-2	0.0	0	0.1	0	1.0
COc1ccc(N2C(=O)NC(=O)C(CCc3ccncc3)(CCc3ccncc3)C2=O)cc1	2	0.9	-1.1	1	2	-2	0.3	1	-0.3	3	-1.2
C[n+]1c(-c2ccccc2)cc(-c2ccc(Cl)cc2)cc1-c1ccccc1	2	0.6	-1.1	-6	-53	-73	-1.4	-53	0.0	-3	1.0
COc1ccc(NC(=O)c2cn(CCC#N)nc2-c2ccc(OC)c(OC)c2)cc1	-1	-1.5	-0.5	0	4	0	0.0	-1	-0.3	0	-0.7

The listing continues:
SMILES	MBD2 inh	hgDAF-12 ag	ssDAF-12 act	SMARCA2 act	PLCg1 inh	ADAM17 inh	DAX1 inh-1	PLCb3 inh	DAX1 inh-2	Rev-erbA mod	hcDAF-12 act
c1ccc2c(c1)[IH]c1ccccc1-2	11	0.0	-0.1	-4	-1	-4	-5.5	4	-3.5	-1	0.3
O=C(Nc1ccc2ccccc2c1)c1nn(C23CC4CC(CC(C4)C2)C3)cc1Br	-6	2.2	-1.3	6	0	-2	0.2	3	0.2	2	-1.2
Cc1ccc(OCC(=O)N2CCN(Cc3ccc4c(c3)OCO4)CC2)cc1	4	1.9	-0.5	-1	2	-2	-0.5	0	-0.7	-2	0.3
O=C(O)C1Cc2ccccc2N2CCCC12 (stereo not drawn)	3	-1.1	-1.1	-4	-58	-36	0.1	-79	1.6	-18	2.1
CC(=O)OC12COC1CC(O)C1(C)C(=O)C(O)C3=C(C)C(O)CC(O)(C(OC(=O)c4ccccc4)C21)C3(C)C (stereo not drawn)	-2	-1.0	-0.1	-5	3	-1	-3.1	3	-0.8	-4	0.5
CCN1CC=C(c2c[nH]c3ccccc23)CC1	-2	0.1	-0.2	-1	-6	-2	-0.2	-5	-0.9	-4	2.5
CC(C)(C)C(=O)O[C@H]1CC[C@@]2(C)C(=CC(=O)C3C2CC[C@]2(C)C(=O)[C@H](O)CC32)C1 (stereo partly drawn)	0	0.8	-0.9	2	0	5	-1.8	2	-1.1	-7	-2.4
NS(=O)(=O)c1ccc(N=Cc2c(O)n(C3CCCCC3)c(=O)n(C3CCCCC3)c2=O)cc1	-4	3.7	-1.3	-1	-4	1	0.1	-5	-0.6	5	-1.7
NC(=S)/N=C/c1c(O)[nH]c(=O)[nH]c1=O	-1	0.6	-0.3	3	-10	-2	0.4	-7	2.3	6	1.1
CN(C)C1CCc2[nH]c3c(F)cc(F)cc3c2C1 (stereo not drawn)	4	3.9	-0.4	-3	1	-3	-1.3	0	1.6	4	-0.8
c1ccc(-c2nc(N3CCOCC3)s[n+]2-c2ccccc2)cc1	1	12*	-0.1	0	3	3	2.2	2	1.7	-3	3.3
NC(=O)c1ccsc1NC(=O)COC(=O)Cc1ccccc1	-5	-0.3	-1.2	-3	-2	0	-1.5	-11	-1.0	-2	-2.5
N#Cc1ccccc1Cn1cc(C(=O)C2CC2)c2ccccc21	-1	-2.1	-1.2	-1	4	0	-1.4	1	-0.7	-2	-2.0
COc1cc(C(c2c(C)[nH]n(-c3ccccc3)c2=O)c2c(C)[nH]n(-c3ccccc3)c2=O)cc(OC)c1OC	14*	-2.4	-1.2	6	22*	3	-0.4	-24	0.4	1	1.9
COc1ccc(-n2c(-c3ccc(C)cc3)nc3ccccc3c2=O)cc1	-1	0.9	-0.5	2	-3	2	-0.1	-3	1.7	-3	-1.0
O=c1[nH]c(=S)n(-c2ccc(Br)cc2)c(O)c1C=Nc1ccc(N2CCOCC2)cc1	-2	-8.5	-2.1	-4	-14	0	-0.7	-16	-0.4	-14	-4.2

Record cards, from the list above. Values in the order: MBD2 inh, hgDAF-12 ag, ssDAF-12 act, SMARCA2 act, PLCg1 inh, ADAM17 inh, DAX1 inh-1, PLCb3 inh, DAX1 inh-2, Rev-erbA mod, hcDAF-12 act
Results for COc1ccc([N+](=O)[O-])cc1N=Cc1c(O)n(CCc2ccccc2)c(=O)n(C(C)C)c1=O → -3, 1.4, -2.2, -3, 0, -2, 0.0, 0, 0.1, 0, 1.0
Results for C/C(=N\N=C(N)N)c1ccccc1 → -2, -2.4, -1.2, -3, 2, 0, -0.1, -9, -0.7, 4, -0.6
Results for NC(=S)/N=C/c1c(O)[nH]c(=O)[nH]c1=O → -1, 0.6, -0.3, 3, -10, -2, 0.4, -7, 2.3, 6, 1.1
Results for NC(=O)c1ccsc1NC(=O)COC(=O)Cc1ccccc1 → -5, -0.3, -1.2, -3, -2, 0, -1.5, -11, -1.0, -2, -2.5
Results for COc1ccc(-n2c(-c3ccc(C)cc3)nc3ccccc3c2=O)cc1 → -1, 0.9, -0.5, 2, -3, 2, -0.1, -3, 1.7, -3, -1.0

Not all compounds are listed; count on the stated rates, not on these rows.
